# hgDAF12 agonist = H. glycines DAF-12 receptor agonists, primary screen, cell-based, luminescence, HEK293, GAL4 fusion, UAS-luciferase; HEK293 GAL4-hgDAF12 UAS-luciferase reporter, agonist luminescence; normalized to butyrate control; activation, % at 6.8 µM; 370,000 compounds, 1.8% hits;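 active = activation above a cutoff set at the mean of all screened compounds plus 3 SD, cut at about 10% in these data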;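 note: 0% = DMSO wells and 100% = sodium butyrate wells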
# DAX1 inh-1 = DAX1 (NR0B1) inhibitors, primary screen, cell-based, HEK293, Gal4-DAX1, luciferase luminescence; AID 504766, 2011; 340,000 compounds, 0.99% hits; inhibition, % at 6.75 µM; HEK293 Gal4-DAX1 luciferase reporter; Nuclear receptor subfamily 0 group B member 1 (Homo sapiens), P51843;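 active = inhibition above the mean over all tested compounds plus 3 SD, cut at about 4.2% in these data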;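 note: 0% = DAX1-transfected cells with DMSO and 100% = empty-vector control cells with DMSO; inhibition shows as a rise in luminescence from relieved DAX1 repression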
# ADAM10 inh = human ADAM10 inhibitors, primary screen, biochemical, QFRET, HTS; AID 720582, 2013; 370,000 compounds, 0.62% hits; Disintegrin and metalloproteinase domain-containing protein 10 (Homo sapiens), O14672; recombinant ADAM10, EDANS/DABCYL FRET peptide cleavage, 3 h; inhibition, % at 7 µM;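 active = inhibition above a per-campaign cutoff equal to the mean of compounds falling between control-based bounds plus 3 SD, cut at about 20% in these data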;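 note: 0% = DMSO wells while the 100% control is not disclosed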
# NPR1 activator = GC-A stimulated cGMP production enhancers – HEK293 GC-A cells, cGMP TR-FRET, EC30 ANP, primary screen | activation, % at 10 µM | AID 1671463, 2021 | 0% at EC30 ANP, 100% saturating ANP | Atrial natriuretic peptide receptor 1 (Homo sapiens), P16066 | 370,000 compounds, 0.14% hits; in the data active = activation above about 40%
# Target sequence (P16066 whole entry, looked up): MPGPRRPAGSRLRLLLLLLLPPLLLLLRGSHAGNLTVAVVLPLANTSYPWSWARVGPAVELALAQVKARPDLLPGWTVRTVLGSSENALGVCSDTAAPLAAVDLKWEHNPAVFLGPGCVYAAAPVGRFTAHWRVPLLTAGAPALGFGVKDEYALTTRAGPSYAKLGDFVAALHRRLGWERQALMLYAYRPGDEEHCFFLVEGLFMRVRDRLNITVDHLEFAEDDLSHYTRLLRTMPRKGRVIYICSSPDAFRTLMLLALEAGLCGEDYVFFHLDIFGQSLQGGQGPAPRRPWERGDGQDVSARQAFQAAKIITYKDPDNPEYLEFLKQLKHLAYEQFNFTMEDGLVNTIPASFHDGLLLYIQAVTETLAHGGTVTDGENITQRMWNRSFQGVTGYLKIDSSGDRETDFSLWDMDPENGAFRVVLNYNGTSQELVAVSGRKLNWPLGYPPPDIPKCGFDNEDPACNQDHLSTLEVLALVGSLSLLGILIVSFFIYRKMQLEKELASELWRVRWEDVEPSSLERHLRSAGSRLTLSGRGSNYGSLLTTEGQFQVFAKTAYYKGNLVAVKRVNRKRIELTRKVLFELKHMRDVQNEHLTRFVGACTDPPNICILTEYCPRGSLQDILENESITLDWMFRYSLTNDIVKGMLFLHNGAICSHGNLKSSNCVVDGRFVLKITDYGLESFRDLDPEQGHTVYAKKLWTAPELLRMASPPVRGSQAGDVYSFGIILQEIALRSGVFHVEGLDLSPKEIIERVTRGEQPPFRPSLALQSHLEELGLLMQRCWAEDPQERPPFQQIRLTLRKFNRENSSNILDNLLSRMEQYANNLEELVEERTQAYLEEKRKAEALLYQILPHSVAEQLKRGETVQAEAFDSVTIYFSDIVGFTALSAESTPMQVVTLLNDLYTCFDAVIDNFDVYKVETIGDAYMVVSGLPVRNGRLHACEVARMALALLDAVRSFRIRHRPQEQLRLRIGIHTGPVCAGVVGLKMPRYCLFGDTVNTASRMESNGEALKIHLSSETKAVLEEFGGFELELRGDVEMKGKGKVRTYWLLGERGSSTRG
# ADAM17 inh = ADAM17 inhibitors, primary screen, biochemical, QFRET. Disintegrin and metalloproteinase domain-containing protein 17 (Homo sapiens), P78536. recombinant ADAM17, EDANS/DABCYL FRET peptide cleavage. inhibition, % at 6.95 µM. 370,000 compounds, 0.83% hits;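 active = inhibition above the mean of compounds lying between control limits plus 3 SD, set per campaign, cut at about 8.5% in these data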;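 note: 0% = DMSO-only wells as the low control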
# SMARCA2 activ = SMARCA2 (BRM) function activators, primary screen, cell-based, luminescence, high throughput | MG213 cells, MMTV-luciferase reporter, dexamethasone, overnight | activation, % at 9.1 µM | 370,000 compounds, 1% hits; in the data active = activation above about 7.8%;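 note: 0% = vehicle wells and 100% = reference activator wells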
# hcDAF-12 act = H. contortus DAF-12 nuclear receptor activators, primary screen, cell-based, luminescence, HEK293, lit1-tk-luc reporter; HEK293 hcDAF-12 lit1-tk-luc reporter; 0% DMSO, 100% Δ7-dafachronic acid; activation, % at 6.8 µM; 370,000 compounds, 1.4% hits; AID 652067, 2013;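 active = activation above the mean of all tested compounds plus 3 SD, cut at about 5.5% in these data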;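 note: 100% = response to 3 µM Δ7-dafachronic acid high control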
# GAA850 FXN act = FXN promoter activators, primary screen, cell-based, luciferase luminescence, HEK293 lucGAA850 | HEK293 lucGAA850 FXN promoter luciferase reporter, 24 h; percent of 10 µM SAHA response | activation, % at 6 µM | 360,000 compounds, 0.56% hits;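 active = activation above the average of all compounds screened plus 3 SD, cutoff fixed separately per campaign, cut at about 7.5% in these data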;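 note: 0% = DMSO wells and 100% = 10 µM SAHA wells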
# DAX1 inh-2 = DAX1 (NR0B1) inhibitors on StAR promoter, primary screen, cell-based, luminescence, SF-1 (NR5A1), full-length DAX-1; AID 652010, 2013; HEK293T StAR-luciferase reporter, SF-1/DAX-1 repression relief; 370,000 compounds, 1.1% hits; inhibition, % at 6.8 µM;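 active = inhibition above the mean over all tested compounds plus 3 SD, cut at about 3.6% in these data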;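 note: 0% = DAX-1 cells with DMSO and 100% = cells lacking DAX-1 with DMSO; higher inhibition means more luminescence from relief of DAX-1 repression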
# ssDAF12 agonist = S. stercoralis DAF-12 nuclear receptor activators, primary screen, cell-based, luminescence, HEK293, GRIP1 co-expression, lit1-tk-luc. Nuclear hormone receptor DAF-12 (Strongyloides stercoralis). HEK293 ssDAF-12/GRIP1 lit1-tk-luc reporter; % of 3 µM dafachronic acid response. activation, % at 6.8 µM. 370,000 compounds, 1% hits;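 active = activation above the mean over all tested compounds plus 3 SD, cut at about 0.9% in these data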;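 note: 0% = DMSO-only wells and 100% = 3 µM delta7-dafachronic acid wells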
# PG9 Ab binder = binders of HIV-1 gp120 antibody PG9, primary screen, biochemical, TR-FRET. HIV-1 gp120 / PG9 antibody interaction. TR-FRET gp120-PG9 antibody binding. inhibition, % at 6.7 µM. 360,000 compounds, 0.43% hits. AID 624416, 2012; in the data active = inhibition above about 8.5%
# An asterisk follows results filed as active; i = inactive; nt = no result given.
1. CCN(C(=O)CSc1nnc(-c2ccco2)n1Cc1ccccc1)C1CCS(=O)(=O)C1 (stereo not drawn)
2. COc1nccc(C(F)(F)F)c1C(=O)NC(=O)Nc1c(C)cccc1C
3. O=C1CCCC/C1=C/Nc1ccc(S(=O)(=O)Nc2ncccn2)cc1
4. Cc1cc(Cl)ccc1OCCCC(=O)N1CCCCC1
5. COC(=O)CC1C(=O)NCCN1C(=S)NC(=O)C(c1ccccc1)c1ccccc1 (stereo not drawn)
6. O=c1[nH]cnc2sc3c(c12)CCCCC3
7. CCOc1ccc(C(CC(=O)O)NC(=O)c2ccco2)cc1OC (stereo not drawn)
8. CCN1CCc2nc(NC(=O)c3ccccc3)sc2C1
9. COc1ccc(/C=C/C(=O)NC(=S)NNC(=O)c2cc(OC)c(OC)c(OC)c2)cc1
10. CCOC(=O)c1csc(NNC=O)n1

entry no.	1	2	3	4	5	6	7	8	9	10
DAX1 inh-1	-0.7	0.3	0.4	0.6	-1.6	1.9	-0.5	-1.2	2.0	-0.5
GAA850 FXN act	0.1	0.2	-0.2	8.6*	2.2	3.4	0.1	1.0	-1.3	0.7
SMARCA2 activ	4.4	-2.6	-0.7	5.2	-3.4	-1.6	-1.2	4.0	-4.7	7.8
hcDAF-12 act	-0.4	0.6	-1.8	1.5	-1.7	0.7	0.7	8.9*	-1.0	0.2
ADAM17 inh	0.7	-2.6	-1.9	0.7	-0.2	-5.8	-2.1	-13.9	1.3	0.6
PG9 Ab binder	-1.3	1.4	-0.2	-0.2	-0.4	-1.6	4.3	0.1	1.8	-1.8
NPR1 activator	-1.1	1.3	0.3	0.7	-5.1	-2.9	1.0	7.6	-1.9	0.4
ssDAF12 agonist	-1.5	-1.1	-1.2	-0.7	-0.7	-1.6	-0.2	0.8	-0.5	-1.2
DAX1 inh-2	-0.2	0.2	0.1	1.4	0.1	0.6	0.3	4.0*	-0.3	-0.4
ADAM10 inh	-3.9	-1.7	0.5	2.1	3.5	-8.2	-13.1	-46.1	1.6	4.4
hgDAF12 agonist	2.1	-1.0	-1.2	3.4	-1.3	-0.8	-0.4	7.1	1.5	1.1

# Profiles from above. Values in the order: DAX1 inh-1	GAA850 FXN act	SMARCA2 activ	hcDAF-12 act	ADAM17 inh	PG9 Ab binder	NPR1 activator	ssDAF12 agonist	DAX1 inh-2	ADAM10 inh	hgDAF12 agonist
# Listed for `O=C1CCCC/C1=C/Nc1ccc(S(=O)(=O)Nc2ncccn2)cc1` : 0.4	-0.2	-0.7	-1.8	-1.9	-0.2	0.3	-1.2	0.1	0.5	-1.2
# Listed for `O=c1[nH]cnc2sc3c(c12)CCCCC3` : 1.9	3.4	-1.6	0.7	-5.8	-1.6	-2.9	-1.6	0.6	-8.2	-0.8
# Listed for `COc1nccc(C(F)(F)F)c1C(=O)NC(=O)Nc1c(C)cccc1C` : 0.3	0.2	-2.6	0.6	-2.6	1.4	1.3	-1.1	0.2	-1.7	-1.0
# Listed for `CCOc1ccc(C(CC(=O)O)NC(=O)c2ccco2)cc1OC` (stereo not drawn) : -0.5	0.1	-1.2	0.7	-2.1	4.3	1.0	-0.2	0.3	-13.1	-0.4

# Remaining list, next part:
11. O=C(CSc1nnc(CNc2ccc(Cl)cc2)o1)Nc1nc2c(s1)CCCC2
12. Cc1cc(C)c(OCC(=O)Nc2ccccc2N2CCOCC2)c(C)c1
13. CN(C)C1=NCCN1CC1CCCCCC1
14. C/C=C(/C)C(=O)O[C@@H]1[C@H](OC(C)=O)c2c(ccc3ccc(=O)oc23)OC1(C)C
15. CN(CCNC(=O)CN1C(=O)CSc2ccc(S(=O)(=O)N3CCCC3)cc21)Cc1ccccc1
16. Cc1ccc(C)c(NC(CC(=O)c2ccccc2)C(=O)OCC(=O)c2cccs2)c1 (stereo not drawn)
17. CCc1noc(C)c1C(=O)OCC(=O)Nc1cccc(C)c1
18. CCN(CC)c1ccc(-c2c(C#N)c(N)nc(OC)c2C#N)cc1
19. CCOc1ccc(-c2nnc(-c3ccccc3)n2-c2ccccc2)cc1
20. CC(OC(=O)c1ccccc1)C(=O)NCCC1=CCCCC1 (stereo not drawn)

entry no.	11	12	13	14	15	16	17	18	19	20
DAX1 inh-1	1.0	-1.5	1.1	0.4	1.1	0.6	0.6	-0.5	-2.3	0.1
GAA850 FXN act	-2.5	-0.8	-0.4	0.7	-0.7	2.9	0.6	7.3	0.7	-1.4
SMARCA2 activ	-1.6	-2.1	-0.9	-0.8	-1.5	1.0	-1.6	3.2	7.0	-1.1
hcDAF-12 act	-0.6	-3.3	-0.4	-1.4	-0.9	1.7	-0.1	0.2	-1.0	-0.6
ADAM17 inh	-1.5	4.0	-1.6	-32.1	0.2	0.9	-0.3	-163.7	0.4	0.9
PG9 Ab binder	0.5	0.1	0.1	-0.2	0.0	-3.0	1.6	2.8	-2.0	-0.5
NPR1 activator	-3.9	6.6	0.4	-2.1	-8.2	-0.5	-0.8	24.2	-4.2	1.8
ssDAF12 agonist	-1.4	-2.0	-0.7	-1.2	-1.3	-0.8	-1.3	-1.1	-0.3	-1.8
DAX1 inh-2	-0.2	-0.9	-0.1	0.0	0.3	-0.4	0.4	-1.1	0.5	0.1
ADAM10 inh	6.7	0.8	2.7	-122.0	2.3	0.9	-17.3	i	2.3	5.3
hgDAF12 agonist	0.1	-3.3	3.3	-2.8	0.8	-0.6	-0.3	-2.5	1.0	2.7

21. Cc1cc(SCC(=O)N/N=C/c2ccc(O)cc2O)nc2ccccc12
22. CC1(Oc2ccc(Cl)cc2)CCN(Cc2ccc(OC(F)(F)F)cc2)C1 (stereo not drawn)
23. Nc1nnc(SCCOc2ccc(Br)cc2)s1
24. O=C(Nc1nc2cc3c(cc2s1)OCO3)c1ccco1
25. Cc1cccc(NC(=O)c2ccc(S(=O)(=O)NCc3cccnc3)cc2)c1C
26. COC(=O)N(C)C[C@@H]1OCc2cnnn2CCCC(=O)N([C@@H](C)CO)C[C@@H]1C
27. COc1ccccc1NC(=O)N(Cc1ccco1)Cc1cc2cccc(C)c2[nH]c1=O
28. Cc1ccc(NC(=O)C2C(=O)N(CCO)C3(C)CC2c2ccccc2O3)cc1 (stereo not drawn)
29. CCCCC(CCC(=O)Nc1cc([N+](=O)[O-])ccc1O)C(=O)O (stereo not drawn)
30. Cc1cc(NC(=O)COC(=O)COc2ccc(Cl)c(C)c2)no1

entry no.	21	22	23	24	25	26	27	28	29	30
DAX1 inh-1	-1.5	nt	0.6	-4.9	-1.5	1.1	-0.9	-0.5	3.5	1.8
GAA850 FXN act	-2.2	-1.4	2.2	-3.2	-0.1	-3.3	0.9	1.7	0.8	-0.8
SMARCA2 activ	-3.1	-0.5	3.8	1.3	-1.1	-4.6	0.5	0.0	-3.2	-0.1
hcDAF-12 act	-2.9	0.0	1.4	4.8	-2.8	1.2	-0.4	-0.3	-0.8	0.5
ADAM17 inh	0.7	0.3	3.4	-4.3	-2.1	8.7*	-1.2	-4.4	0.8	-0.7
PG9 Ab binder	-1.2	1.5	-2.2	-0.1	-2.5	0.2	-0.4	3.1	-0.6	0.2
NPR1 activator	-11.9	1.0	29.2	1.0	0.3	-2.5	-5.4	-3.3	-5.0	0.2
ssDAF12 agonist	-1.8	-0.4	-0.8	0.1	-0.8	-1.0	-1.4	0.1	-1.2	-1.5
DAX1 inh-2	-1.6	0.1	1.2	3.5	-0.1	1.1	-0.7	1.3	-0.8	-1.0
ADAM10 inh	9.0	-13.1	5.2	-5.5	3.2	7.6	-6.3	4.5	5.3	-0.9
hgDAF12 agonist	-9.1	0.7	4.1	19.0*	0.3	-1.5	-0.8	5.8	0.4	1.6

31. O=C1NC[C@@H](CCCCN2CCN(Cc3ccccc3)C(=O)C2=O)N(Cc2ccccc2)C1=O
32. O=S1(=O)CC(N2CC=CC2)CN1Cc1cn(Cc2ccc(F)cc2)nn1 (stereo not drawn)
33. O=C(Oc1ccccc1)N(c1ccccc1)c1ccccc1
34. c1ccc(OCCNc2nc(NCC3CC3)nc3ccsc23)cc1
35. N#Cc1ccc(NC(=O)COC(=O)c2cccc(S(=O)(=O)N3CCCC3)c2)cc1
36. O=S1(=O)CCOCCCN1Cc1cccc(C(F)(F)F)c1
37. CSc1nc(Oc2ccc(F)cc2F)cc(C(F)(F)F)n1
38. COc1cc(NC(=O)c2ccc([N+](=O)[O-])cc2)c(OC)cc1NC(=O)CC(C)C
39. CCCN(CCC)C(=O)CSc1nc2c(sc(=S)n2-c2ccc(OCC)cc2)c(=O)[nH]1
40. COc1ccc(C(=O)Nc2cccc(/C=C(/CCC(=O)O)c3nc4ccccc4s3)c2)cc1

entry no.	31	32	33	34	35	36	37	38	39	40
DAX1 inh-1	nt	nt	nt	nt	-0.8	-0.4	0.0	2.8	0.4	1.1
GAA850 FXN act	nt	nt	0.1	2.2	-1.6	0.2	-1.1	3.2	0.2	0.4
SMARCA2 activ	-3.4	-5.8	-3.4	-0.2	-3.4	0.6	0.2	-2.7	1.9	2.8
hcDAF-12 act	-2.4	-0.1	-1.2	-0.2	0.5	-0.6	-0.6	-1.1	0.8	3.5
ADAM17 inh	0.8	6.1	5.6	1.2	0.0	-1.1	1.9	-5.7	-1.5	-23.8
PG9 Ab binder	0.5	0.6	-1.0	2.1	-1.2	-0.9	-2.4	1.0	0.0	-0.9
NPR1 activator	3.5	5.3	-5.8	7.3	-2.3	2.6	-1.0	-2.6	-7.1	-7.0
ssDAF12 agonist	-1.2	-1.3	-2.0	-1.9	-0.4	-0.7	-1.1	0.5	-1.1	-0.6
DAX1 inh-2	-1.4	5.2*	0.5	-1.6	-1.1	-0.2	0.1	0.3	-1.2	0.3
ADAM10 inh	-7.2	2.4	4.2	-9.9	5.6	9.9	7.8	-2.2	4.4	-73.6
hgDAF12 agonist	-0.8	-2.4	-1.8	-2.5	0.7	0.5	1.4	4.0	-2.9	4.7

# High-throughput results as filed in PubChem BioAssay.
